# Assay outcomes as filed in PubChem BioAssay.
# Bim-Bcl-2 – inhibitors of Bim-Bcl-2 binding, primary screen, biochemical, multiplexed, human Bcl-2 family; AID 950, 2007; inhibition, % at 10 µM; Bead-based flow cytometry, Bim peptide-Bcl-2 binding; 190,000 compounds, 0.06% hits; in the data active means inhibition above about 40%; inconclusive means no clear call, values can overlap the other calls;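 further: 0% = no compound wells with probe peptide and 100% = reference peptide inhibitor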
# Target sequence (P10415 whole entry, looked up): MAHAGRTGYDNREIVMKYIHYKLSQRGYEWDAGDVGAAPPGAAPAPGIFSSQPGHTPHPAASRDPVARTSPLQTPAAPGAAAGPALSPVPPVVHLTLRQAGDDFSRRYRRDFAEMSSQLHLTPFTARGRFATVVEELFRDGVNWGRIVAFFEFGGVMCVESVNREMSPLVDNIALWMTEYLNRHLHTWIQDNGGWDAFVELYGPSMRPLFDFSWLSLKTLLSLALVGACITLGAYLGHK
# Bcl-XL Bim block – inhibitors of Bim-Bcl-XL binding, primary screen, biochemical, multiplexed, bead flow cytometry, human Bcl-XL; Bcl-2-like protein 1 (Homo sapiens), Q07817; Bim peptide-Bcl-XL binding, fluorescence; inhibition, % at 10 µM; 190,000 compounds, 0.04% hits
# Rac1 wt modul – wildtype Rac1 GTP binding modulators, primary screen, biochemical, GST-Rac1 beads, flow cytometry, multiplex; Ras-related C3 botulinum toxin substrate 1 (Homo sapiens), P63000; fluorescent GTP binding; actives lie on both sides; 0 = cold GTP competed, 100 = untreated; GTP binding activity (% of control), % at 10 µM; 190,000 compounds, 0.27% hits; AID 757, 2007;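 active means GTP binding activity at least 20 points away from the 100% control level, either lower or higher; inconclusive means compound flagged as likely green fluorescent, judged across all proteins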
# Rab2A wt mod – modulators of GTP binding to Rab2A wildtype, primary screen, biochemical, dog, bead-based flow cytometry, multiplex | Ras-related protein Rab-2A (Canis lupus familiaris), P61105 | GST-Rab2 wt beads, Bodipy-GTP binding | GTP binding activity, % at 10 µM | 190,000 compounds, 0.19% hits | AID 760, 2007;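 active means GTP binding activity at least 20 points away from 100%, either lowered or raised; inconclusive means signal likely due to the compound's own green fluorescence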;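 further: 0% = beads with excess unlabeled GTP and 100% = no-compound control corrected for plate trend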
# Cdc42 wt – modulators of GTP binding to wildtype Cdc42, primary screen, biochemical, multiplex bead flow cytometry, Bodipy-GTP; Cell division control protein 42 homolog (Homo sapiens), P60953; GST-Cdc42 beads; actives lie on both sides; percent activity (GTP binding), % at 10 µM; 190,000 compounds, 0.2% hits;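 active means percent activity GTP binding at least 20 points away from the 100% baseline, either down as inhibitor or up as activator; inconclusive means compound flagged as likely green fluorescent from well-wide comparison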;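 further: median bead fluorescence of bound Bodipy-FL-GTP at 100 nM; 0% = excess unlabeled GTP control and 100% = no compound control; below 100% means less GTP binding so inhibitor and above means activator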
# Target sequence (P60953 whole entry, looked up): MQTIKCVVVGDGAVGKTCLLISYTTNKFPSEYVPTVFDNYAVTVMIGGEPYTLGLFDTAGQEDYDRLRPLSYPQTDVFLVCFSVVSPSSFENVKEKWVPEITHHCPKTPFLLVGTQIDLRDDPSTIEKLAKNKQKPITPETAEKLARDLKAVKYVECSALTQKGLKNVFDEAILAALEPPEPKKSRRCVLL
# Bim-Bfl-1 – inhibitors of Bim binding to Bfl-1, primary screen, biochemical, multiplexed, bead-based flow cytometry | Bcl-2-related protein A1 (Homo sapiens), Q16548 | Bim-Bfl-1 binding inhibition | inhibition, % at 10 µM | 190,000 compounds, 0.12% hits | AID 1008, 2008;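 further: 0% = wells without compound plus tracer and 100% = blocker peptide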
# Rab7 wt GTP bind – modulators of GTP binding to Rab7, primary screen, biochemical, wildtype, multiplex bead flow cytometry | Rab7 GTPase wild type (dog), Bodipy-FL-GTP binding | GST-Rab7 beads, fluorescent GTP binding; actives lie on both sides; untreated = 100%, excess cold GTP = 0% | GTP binding activity (percent of control), % at 10 µM | 190,000 compounds, 0.055% hits | AID 758, 2007;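 active means fluorescent GTP binding to Rab7 beads changed by at least 20 points from the 100% baseline, either direction, mostly lower; inconclusive means compound itself probably fluorescent, or too few beads counted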;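 further: median green fluorescence of bound Bodipy-FL-GTP per Rab7 bead population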
# HRas wt GTP bind – modulators of GTP binding to HRas wildtype, primary screen, biochemical, bead-based flow cytometry, multiplex. GTPase HRas (Homo sapiens), P01112. GST-Ras wt beads, Bodipy-FL-GTP binding; actives lie on both sides. GTP binding activity, % at 10 µM. 190,000 compounds, 0.14% hits. AID 759, 2007;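 active means GTP binding activity at least 20% away from the 100% baseline, either lowered as inhibitor or raised as activator; inconclusive means flagged as likely green fluorescent, judged across all proteins in the well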;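 further: 0% = unlabeled GTP competition control and 100% = no-compound control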
# Target sequence (P01112 whole entry, looked up): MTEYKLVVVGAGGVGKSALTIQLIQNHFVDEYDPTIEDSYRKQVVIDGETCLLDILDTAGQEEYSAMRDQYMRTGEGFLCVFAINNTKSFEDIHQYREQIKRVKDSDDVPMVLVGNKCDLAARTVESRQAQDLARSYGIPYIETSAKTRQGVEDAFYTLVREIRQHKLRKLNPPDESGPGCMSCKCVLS
# Rac1 act GTP bind – GTP binding modulators of activated mutant Rac1, primary screen, biochemical, bead-based flow cytometry, multiplex, fluorescent GTP; Ras-related C3 botulinum toxin substrate 1 (Homo sapiens), P63000; GST-Rac1 activated beads; actives lie on both sides; 100% means binding = to untreated wells; percent activity (GTP binding), % at 10 µM; 190,000 compounds, 0.11% hits; AID 764, 2007;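 active means GTP binding at least 20 percentage points away from the 100% baseline, in either direction, so actives lie on both sides; inconclusive means Compound likely fluorescent itself, or too few beads counted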
# Bim-Bcl-B – inhibitors of Bim-Bcl-B binding, primary screen, biochemical, multiplexed, human Bcl-2 family. Bcl-2-like protein 10 (Homo sapiens), Q9HD36. bead-based flow cytometry, Bim peptide-Bcl-B binding. inhibition, % at 10 µM. 190,000 compounds, 0.073% hits;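 further: 0% = tracer peptide without compound and 100% = reference inhibitor peptide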
# Target sequence (Q9HD36 whole entry, looked up): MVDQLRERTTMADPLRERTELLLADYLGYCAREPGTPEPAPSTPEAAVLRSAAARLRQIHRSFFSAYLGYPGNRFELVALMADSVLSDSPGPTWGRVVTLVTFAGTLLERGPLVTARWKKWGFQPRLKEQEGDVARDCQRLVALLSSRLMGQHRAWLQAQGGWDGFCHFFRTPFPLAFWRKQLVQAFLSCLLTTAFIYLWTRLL
# Bcl-W Bim block – inhibitors of Bim binding to Bcl-W, primary screen, biochemical, multiplexed, bead-based flow cytometry; inhibition, % at 10 µM; 190,000 compounds, 0.02% hits; Bim peptide-Bcl-W binding; AID 952, 2007;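 further: 0% = bound tracer without compound and 100% = peptide blocker; higher means less fluorescent Bim peptide bound to Bcl-W beads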
# Target sequence (Q92843 whole entry, looked up): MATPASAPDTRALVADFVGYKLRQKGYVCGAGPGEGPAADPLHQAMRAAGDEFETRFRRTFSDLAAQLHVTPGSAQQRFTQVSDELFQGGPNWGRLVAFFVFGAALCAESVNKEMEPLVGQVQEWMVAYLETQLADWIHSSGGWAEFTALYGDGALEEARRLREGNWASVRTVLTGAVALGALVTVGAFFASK
# Active calls of the source: *; ? = inconclusive; / = not tested or not shown. Unless noted, no stated cut-off is given here; in the data, active means inhibition above about 40%. Rows were taken by chance. Share with any hit: about 0.62%.
# Second line of a record – Bim-Bcl-2	Bcl-XL Bim block	Rac1 wt modul	Rab2A wt mod	Cdc42 wt	Bim-Bfl-1	Rab7 wt GTP bind	HRas wt GTP bind	Rac1 act GTP bind	Bim-Bcl-B	Bcl-W Bim block
1. CCOC(=O)c1sc(NC(=O)c2cccs2)cc1C
  0	0	94	95	97	-5	94	96	96	-5	1
2. COc1ccc(CCN(Cc2ccccn2)C(=S)Nc2ccccc2F)cc1OC
  0	0	102	99	99	0	97	101	97	0	2
3. CCNC(=O)NC(=O)C(C)OC(=O)C(C)(C)Oc1ccc(Cl)cc1 (stereo not given)
  -3	-3	101	99	98	-7	96	97	98	-4	0
4. CCOc1ccc2nc(N/C(N)=N/C(=S)Nc3ccc(OC)cc3)nc(C)c2c1
  -4	-4	98	97	95	-1	98	96	96	-3	-2
5. O=C(c1ccc2c(c1)N(Cc1ccccc1)CCS2)N1CCCCC1
  -6	0	99	98	99	-8	96	98	100	-5	1
6. COc1cccc(NC(=O)CC(c2ccc(OC(C)C)cc2)c2ccccc2OC)c1 (stereo not given)
  2	-6	105	96	98	0	104	101	97	-10	-2
7. Cc1ccc(CC(=O)N/N=C/c2ccc(OC(=O)c3ccc([N+](=O)[O-])cc3)cc2)cc1
  23	16	106	103	107	6	101	101	102	7	22
8. Cc1cccc(N(CC(=O)Nc2c(C)n(C)n(-c3ccccc3)c2=O)S(C)(=O)=O)c1C
  -11	-5	102	100	104	-9	101	101	101	-6	1
9. O=C(NCC(c1cccs1)N1CCOCC1)c1ccc(Cl)s1 (stereo not given)
  -2	-4	105	104	104	0	105	106	102	-5	-7
10. CCN(CC)CCOC(=O)CCc1cccc2ccccc12
  -6	-6	102	103	104	-5	102	100	97	-3	-7
11. Cc1noc(COc2ccccc2OCc2onc(C)c2Cl)c1Cl
  -11	-5	103	98	100	-5	99	99	99	-4	-4
12. Cc1cc(N2CCCC2)nc2ccc(NC(=S)NC(C)C)cc12
  0	0	97	97	101	1	103	99	95	-5	0
13. CCC(=O)Nc1cccc(-c2csc(-c3ccccc3)n2)c1
  0	-7	101	97	100	0	100	99	99	-5	-3
14. O=C(Nc1ccc(N2CCN(C(=O)c3cccs3)CC2)cc1)c1cccnc1Cl
  -2	0	?	?	?	-4	?	?	?	2	10
15. Cc1cc(C)cc(OCC(=O)NCCN2CCOCC2)c1
  -5	-7	105	100	101	-11	100	100	100	-6	-1
16. CCSCc1nnc(SCC(=O)Nc2ccc(OC)cc2)n1C
  7	-4	98	99	96	0	101	99	96	0	-2
17. COc1cc(/C=C\C(=O)Nc2cc(=O)n(C)c(=O)n2C)cc(OC)c1OC
  -1	2	103	101	101	0	105	99	94	0	4
18. O=C(CCc1ccc(Oc2cc([N+](=O)[O-])cc([N+](=O)[O-])c2)cc1)NC1CCCC1
  -9	-5	101	98	100	-14	101	100	101	-5	-4
19. COc1ccc(NC(=S)NCc2cccs2)cc1OC
  -3	-3	102	100	101	-5	97	98	96	-4	0
20. COc1cc(NC(=O)c2cccs2)c(OC)cc1NC(=O)CCC(=O)Nc1cccc2ncccc12
  3	19	67*	71*	74*	3	81	73*	81	17	11
21. Cc1ccc(NC(=O)COC(=O)Cn2c(C)csc2=O)cc1
  -8	0	100	96	98	-12	96	99	97	-7	2
22. Cc1cc(NC(=O)CSc2nc(C3CCCCC3)nc3ccccc23)no1
  -11	-15	104	96	101	-24	97	98	98	-16	-5
23. CCCCNC(=S)NCc1ccc2c(c1)cc(C)n2C
  0	-3	101	99	97	-1	98	101	97	-3	-4
24. CC1(C)C(c2ccccc2)=[N+]([O-])C2(CCCCC2=O)N1O (stereo not given)
  23	5	106	102	105	3	99	103	101	-8	0
25. Cc1cccc(-n2c(O)c(C=Nc3c(C)n(C)n(-c4ccccc4)c3=O)c3ccccc3c2=O)n1
  -2	0	107	102	105	-12	104	104	103	-4	5
26. CC(C)OC(=O)c1nn2c(C(F)(F)F)cc(-c3ccco3)nc2c1Cl
  -7	2	101	100	99	15	99	101	96	1	0
27. CCCCOC(=O)n1ccc(C(=O)Nc2ccccc2OC)n1
  -13	-3	106	102	107	-10	100	104	102	-9	4
28. COc1ccccc1C(=O)NNC(=O)C(=O)NCc1ccccc1
  0	-3	96	97	99	-7	98	94	94	-6	-4
29. COCCN(CCOC)C(=O)C12CCC(C)(C(=O)C1)C2(C)C (stereo not given)
  -1	-2	107	96	99	-10	92	97	99	1	-5
30. COc1ccc(-c2n[nH]c(C(F)(F)F)c2-c2cc3ccccc3o2)c(O)c1
  0	1	100	97	99	0	99	98	97	0	0
31. CC(=O)OCC(=O)N1CCN(c2ccc([N+](=O)[O-])cc2)CC1
  -8	-6	104	100	101	-14	101	101	98	-11	-5
32. c1ccc(SCc2nc(-c3ccncc3)n[nH]2)nc1
  -1	0	98	95	96	-8	97	95	94	-3	0
33. Clc1ccc(-n2ncc3c(N4CCCC4)ncnc32)cc1
  -6	-5	100	102	100	-12	97	99	99	-5	-6
34. Cc1ccccc1CSc1nc2c(c(=O)[nH]1)CCC2
  -5	-7	102	97	98	-6	97	98	98	-4	-3
35. COc1ccc(N2CCN(Cc3cc(=O)oc4ccc(Cl)cc34)CC2)cc1
  -1	-2	100	104	102	2	98	102	100	-2	0
36. COCCNC(=O)c1cc(-c2ccncc2)nc2ccc(S(=O)(=O)N3CCOCC3)cc12
  0	0	95	102	97	-3	97	95	97	-1	0
37. O=C(CCn1c(=O)oc2ccccc21)Nc1cccc(Cl)c1
  -7	-4	103	101	101	-12	102	101	99	-4	-2
38. CN1CCN(CCCNC(=O)c2ccc(CS(=O)(=O)c3ccc(Br)cc3)o2)CC1
  -9	0	104	101	102	-9	98	100	100	-7	1
39. O=C(COC(=O)Cc1c(Cl)cccc1Cl)Nc1ccccc1-c1ccccc1
  0	-4	104	103	102	0	109	104	103	-1	0
40. COc1cccc(NC(=S)N2CCn3cccc3C2c2cccnc2)c1 (stereo not given)
  2	-2	96	92	94	3	95	93	92	7	1
41. CCCc1cc(=O)[nH]c(SCC)n1
  -5	-6	100	100	104	-11	104	102	96	-4	4
42. O=C(NC(NC(=S)N1CCOCC1)C(Cl)(Cl)Cl)c1cccc2ccccc12 (stereo not given)
  -13	-6	106	98	107	-10	101	102	99	-9	-1
43. Cc1[nH]c2ccccc2c1C(=O)CCl
  -3	0	95	91	92	-5	98	94	91	-2	-2
44. CCOC(=O)CNc1nc(OCC#N)nc(N2CCOCC2)n1
  -9	-11	105	100	102	-18	99	100	98	-12	-4
45. COc1ccc(OC(=O)c2cc3ccccc3o2)cc1
  -13	-11	107	100	106	-19	98	100	103	-9	-2
46. O=c1c2c(n3cnnc3n1C1CCCCC1)-c1ccccc1CC21CCCCC1
  -1	-2	105	101	99	-2	102	102	101	-6	-2
47. CCN(CC)S(=O)(=O)c1ccc(-c2nnc(SCC(=O)N3c4ccccc4CC3C)o2)cc1 (stereo not given)
  -5	-1	/	/	/	-10	/	/	/	-6	1
48. O=C(COC(=O)c1cccs1)NCC1CCCO1 (stereo not given)
  4	-4	96	98	97	0	98	97	97	0	-3
49. CN(C)c1ccc(/C=c2/sc3n(c2=O)NC2(c4ccccc4)N(C)C(=O)N(C)C2(c2ccccc2)N=3)cc1 (stereo not given)
  -1	0	105	97	101	1	96	96	101	-6	-2
50. CCCC1c2ccc(C)n2CCN1C(=O)Nc1ccccc1Cl (stereo not given)
  -6	-7	105	99	103	-9	102	100	99	-12	-5
51. O=C(O)CCNC1C=CS(=O)(=O)C1 (stereo not given)
  0	-2	90	93	93	0	97	91	92	0	-1
52. Clc1ccccc1CNCc1ccncc1
  0	-2	98	96	95	2	93	94	94	-2	-3
53. CCC(=O)Oc1ccc2ccccc2c1CNC(=O)c1ccccc1
  -4	-10	101	96	98	-13	102	99	98	-7	-1
54. O=C(NCCc1cccc(Cl)c1)c1cc([N+](=O)[O-])ccc1Cl
  1	0	98	99	97	0	102	99	99	-1	-1
55. COc1ccc(NC(=O)C2CCCN(S(=O)(=O)c3c(C)n[nH]c3C)C2)c(OC)c1 (stereo not given)
  -4	0	103	101	104	-1	97	101	97	0	2
56. CCOC(=O)C1(Cc2ccccc2)CCCN(Cc2cnn(CC)c2)C1 (stereo not given)
  2	-3	100	99	96	-2	105	98	96	-1	0
57. COCCN(CCOC)C(=O)c1sc2nc(-c3ccccc3)cn2c1C
  -9	-16	104	102	103	-8	98	100	99	-10	-2
58. C=CCn1c(-c2cccc(Cl)c2)n[nH]c1=S
  -4	-9	100	96	95	-6	94	96	93	-15	-1
59. CCSc1nnc(Cn2c(=O)sc3ccccc32)n1-c1ccc(OC)cc1
  -5	-5	104	101	103	-6	102	101	98	-10	-6
60. COCCc1nnc(NC(=O)Cc2ccccc2)s1
  2	1	105	101	99	4	95	99	100	/	-1

# Next records follow:
# Second line of a record – Bim-Bcl-2	Bcl-XL Bim block	Rac1 wt modul	Rab2A wt mod	Cdc42 wt	Bim-Bfl-1	Rab7 wt GTP bind	HRas wt GTP bind	Rac1 act GTP bind	Bim-Bcl-B	Bcl-W Bim block
61. Cc1oc(-c2ccc3c(c2)OCCO3)cc1C(=O)NCC(=O)O
  0	0	98	95	94	-10	101	99	93	-1	0
62. COC(=O)CSc1nnc(-c2cccnc2)n1C
  -4	0	101	97	100	-5	97	97	96	0	0
63. COC(=O)[C@H](CCSC)NC(=O)NCc1ccccc1F
  4	-3	98	98	101	0	98	101	95	4	0
64. O=C(Nc1nc2ccccc2[nH]1)C1CCN(S(=O)(=O)c2cccs2)CC1
  -7	-1	104	101	101	-10	101	101	99	-6	1
65. Cc1ccc(NC(=O)c2cc(Cl)ccc2[N+](=O)[O-])cc1C
  -5	-3	104	101	102	-1	100	103	102	-3	-1
66. COc1ccc(C(CC(=O)c2ccccc2)S(=O)(=O)c2ccc(C)cc2)cc1 (stereo not given)
  0	-5	90	90	93	-1	92	93	90	1	-1
